# rCAG binder: binds r(CAG) RNA repeats; r(CAG) RNA repeat, TO-PRO-1 dye displacement fluorescence; inhibition, % at 3 µM; 370,000 tested, 1.3% active; AID 651821;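 active means inhibition above the plate cutoff, the mean of all test compounds on that plate plus 3 SD, cut at about 35% in these data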;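 further: 0% = DMSO alone and 100% = 100 µM mitoxantrone as full dye displacement; higher means more dye released from RNA so lower well fluorescence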
# LEDGF integ inh: blocks HIV-1 LEDGF/p75-dependent DNA integration; TR-FRET IN-LEDGF/p75 DNA integration, Eu/Cy5; inhibition, % at 3.7 µM; 370,000 tested, 0.64% active;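 active means inhibition above the screen-wide mean plus 3 SD, cut at about 13% in these data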;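 further: signal is the Cy5 over europium emission ratio at 671 and 618 nm; 0% = plate median of compound wells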
# MBD2 inh: blocks human MBD2 binding to methylated DNA; 370,000 tested, 0.31% active; Q9UBB5; AID 686964; TR-FRET, MBD2 binding to methylated oligonucleotide; inhibition, % at 4.4 µM; in the data active means inhibition above about 13%
# Target sequence (Q9UBB5 whole entry, looked up): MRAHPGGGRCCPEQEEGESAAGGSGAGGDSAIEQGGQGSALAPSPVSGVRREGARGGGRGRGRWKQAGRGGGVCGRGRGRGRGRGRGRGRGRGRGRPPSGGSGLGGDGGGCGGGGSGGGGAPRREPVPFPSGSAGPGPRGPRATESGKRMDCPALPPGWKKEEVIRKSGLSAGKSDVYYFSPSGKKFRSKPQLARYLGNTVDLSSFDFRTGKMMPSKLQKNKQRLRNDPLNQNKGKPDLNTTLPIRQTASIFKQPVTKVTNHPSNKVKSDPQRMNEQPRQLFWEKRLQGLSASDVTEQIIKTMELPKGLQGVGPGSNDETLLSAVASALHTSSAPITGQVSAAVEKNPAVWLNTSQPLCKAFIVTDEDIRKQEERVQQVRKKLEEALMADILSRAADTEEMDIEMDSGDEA
# SIAE inh: blocks human sialic acid acetylesterase; SIAE FP-Rh probe binding, fluorescence polarization; inhibition, % at 9.66 µM; 370,000 tested, 0.69% active; AID 1053197;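 active means inhibition above a cutoff: mean of compounds within the control limits plus 3 SD of those, cut at about 17% in these data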;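 further: 0% = plate median of compound wells and 100% = probe without SIAE protein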
# TDP2 inh: blocks human TDP2 phosphodiesterase activity. O95551. 370,000 tested, 0.34% active. recombinant TDP2, T5PNP hydrolysis, p-nitrophenol absorbance 415 nm. inhibition, % at 12.8 µM;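 active means inhibition above the mean of all tested compounds plus 3 SD, set per campaign, cut at about 25% in these data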;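 further: 0% = DMSO with enzyme and 100% = buffer with substrate but no TDP2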
# Target sequence (O95551 whole entry, looked up): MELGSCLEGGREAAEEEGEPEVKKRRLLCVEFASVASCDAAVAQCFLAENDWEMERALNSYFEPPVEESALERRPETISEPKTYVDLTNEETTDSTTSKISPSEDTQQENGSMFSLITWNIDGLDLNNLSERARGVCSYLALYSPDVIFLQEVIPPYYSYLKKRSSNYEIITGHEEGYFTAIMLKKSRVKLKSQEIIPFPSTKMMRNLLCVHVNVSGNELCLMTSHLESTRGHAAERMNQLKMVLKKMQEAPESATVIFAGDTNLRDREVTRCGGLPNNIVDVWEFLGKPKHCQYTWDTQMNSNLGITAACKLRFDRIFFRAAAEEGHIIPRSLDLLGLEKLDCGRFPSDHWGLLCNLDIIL
#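 System: recombinant human TDP2 / Amount: 120 nM TDP2 per well / Also added: 5 mM T5PNP chromogenic substrate / Doses: 12.8 µM single point, 1% DMSO / Incubation: 2 h at 37 °C / Detection: p-Nitrophenol epi absorbance / Evaluation: % inhibition relative to enzyme-containing and enzyme-free wells / Repeats: singlicate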
# NPR2 activator: GC-B (human) receptor activation; P20594; 370,000 tested, 0.11% active; HEK293-GC-B cells, CNP EC30, cGMP TR-FRET; 0% at EC30 CNP, 100% saturating CNP; activation, % at 10 µM;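 active means activation at 10 µM reaching about 35% in either raw or pattern-adjusted values, limit read from the data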
# PRMT1 FP inh: PRMT1 (human) inhibition, primary screen | Q99873 | recombinant PRMT1, activity-based probe fluorescence polarization | inhibition, % at 2.79 µM | 370,000 tested, 1.3% active | AID 652257;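 active means inhibition above about 21% made by adding two undisclosed values, limit read from the data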
# ABHD4 inh: inhibitors of mouse ABHD4; 370,000 tested, 0.54% active; inhibition, % at 8.92 µM; purified mABHD4, FP-Rh probe fluorescence polarization; Q8VD66;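 active means inhibition exceeding the mean over every tested compound plus 3 SD, cut at about 30% in these data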;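 further: 0% = plate median of compound wells and 100% = S159A mutant with DMSO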
#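 Material: mouse ABHD4 enzyme, wild type; Benchmarks: S159A mutant high control, sample median low control; Buffer or medium: HEPES pH 7.0, NaCl, Pluronic buffer; Signal: fluorescence polarization; Read-out: percent inhibition of probe binding, normalized to plate controls; Timing: pre-incubation 45 min, probe exposure 60 min, at 25 °C; Dosing: 8.92 µM, single dose.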
# HTRA1 inh: blocks human HTRA1 serine peptidase; Q92743; recombinant HTRA1, FP-rhodamine activity-based probe, fluorescence polarization; inhibition, % at 5.96 µM; 340,000 tested, 0.5% active; in the data active means inhibition above about 36%;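 further: 0% = enzyme with DMSO and 100% = wells lacking enzyme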
# TCR-CD3 inh: inhibitors of human TCR-CD3 interaction; 360,000 tested, 0.37% active; inhibition, % at 9.4 µM; AID 651800; TAMRA-labeled TCR probe fluorescence, biochemical; in the data active means inhibition above about 19%;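 further: recombinant mutant TCR 2C K166C tagged with TAMRA read by polarization; 0% = receptor in buffer alone and 100% = receptor with positive control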
# Starred values were filed as active, the others as inactive; x = not tested or not shown.
SMILES,rCAG binder,LEDGF integ inh,MBD2 inh,SIAE inh,TDP2 inh,NPR2 activator,PRMT1 FP inh,ABHD4 inh,HTRA1 inh,TCR-CD3 inh
COc1ccc(C)cc1NC(=O)CSc1nnc(CC(=O)Nc2ccccc2C)n1C,1,5,-4,-2,-30,0,-3,-8,0,1
O=C(Cn1ncc2c3ccccc3n(Cc3ccccc3F)c2c1=O)NC1CC1,-1,1,-7,0,10,20,4,0,-2,1
O=C(COC(=O)Cc1ccccc1F)Nc1ccc(Cl)cn1,-3,-2,2,-1,-3,0,3,1,8,2
Cc1ccc(-c2cc([C@H]3[C@@H]4C=CCC[C@@]4(C)C(=O)N3Cc3ccccc3)ccc2F)cc1,4,-1,-1,0,-7,2,-3,-3,-20,3
Cc1c([N+](=O)[O-])oc2c1C(=O)NCCC2,2,-5,-1,-2,1,-1,-2,4,0,0
CCc1cccc(N(C(=O)c2csnn2)C(C(=O)NC(C)(C)C)c2ccccn2)c1 (centres undefined),-4,-2,-1,3,6,-2,-1,5,-1,3
CCOC(=O)/C(=N/Nc1ccc(OC)cc1)N1CCCc2ccccc21,-6,4,4,8,-2,-2,6,4,7,0
O=C1C2CC=CCC2C(=O)N1c1ncn[nH]1 (centres undefined),4,-3,2,7,-4,5,0,-2,-1,5
CC1(Cc2ccc(Cl)cc2)C(=O)Nc2ccc(-c3cccnc3)cc21 (centres undefined),-1,0,-1,-1,-3,-18,-6,-8,x,0
COc1ccc(C(=O)Nc2nc3cc4c(cc3s2)OCCO4)c(OC)c1,2,0,0,-10,14,-4,0,-6,-6,2
O=C(N/N=C/C=C/c1ccccc1)C1CC1(c1ccccc1)c1ccccc1 (centres undefined),3,1,0,-1,-8,-2,0,-9,-14,-7
CCNC(=S)N(CCc1ccc(OC)c(OC)c1)Cc1cc2cc(OC)ccc2[nH]c1=O,-2,-5,0,2,-2,0,1,-1,-2,4
CC(=O)c1c(C)[nH]c(C(=O)NCCc2ccc(Cl)cc2)c1C,-4,3,1,2,4,-1,4,0,4,1
COC(=O)c1cn(NC(=O)c2ccc([N+](=O)[O-])c(C)c2)c(=O)c2ccccc12,17,-1,3,-4,-16,5,7,-11,-4,-6
COc1ccc(-c2nc(CN3CCN(c4ccccc4OC)CC3)c(C)o2)cc1,-7,6,-1,5,6,-5,-1,1,-2,6
Cn1cnnc1SCC(=O)Nc1ccc(S(=O)(=O)N2CCCC2)cc1,-1,-1,1,-2,2,-1,-2,3,-2,3
O=C(NCCc1ccc(F)cc1)C1CCCO1 (centres undefined),-1,-2,-2,-2,-2,2,-2,6,-4,-4
CC(C)n1c(=O)c2ccccc2n1Cc1cn(-c2ccc(Cl)cc2)nn1,4,-2,-5,3,-13,-4,-5,0,x,4
CCn1nc(C)c(CNC(=O)C2CCC(=O)N(CCc3ccc(Cl)cc3)C2)c1C (centres undefined),-9,-2,1,3,-1,-2,1,2,2,-1
CC(C)N(CCn1c(=S)[nH]c2ccccc2c1=O)C(C)C,0,-2,-1,3,0,-5,-4,-5,5,-2
COc1ccc(S(=O)(=O)NCc2nc3nc(C)cc(C)n3n2)cc1,1,-1,4,-2,1,3,1,3,2,-1
N#C/C(=C/c1ccc(N2CCOCC2)c([N+](=O)[O-])c1)C(N)=O,1,3,-4,13,13,-6,-5,-2,-4,-4
CCOC(=O)[C@]12CCCC=C1N(Cc1cccc3ccccc13)C(=O)[C@H](CC(=O)N1CCN(C(=O)c3ccco3)CC1)C2,4,1,1,-8,-3,0,1,-9,x,-1
O=C(NCCCO)c1nc2ccccc2s1,-3,1,-5,2,-4,4,-1,4,-1,4
CCN(C(=O)COC(=O)CNS(=O)(=O)c1ccc2ccccc2c1)C1CCCCC1,-7,-2,1,-3,-3,-7,-1,6,-10,-9

# Molecules above that contain a furan ring, fused or not (two):
SMILES,rCAG binder,LEDGF integ inh,MBD2 inh,SIAE inh,TDP2 inh,NPR2 activator,PRMT1 FP inh,ABHD4 inh,HTRA1 inh,TCR-CD3 inh
Cc1c([N+](=O)[O-])oc2c1C(=O)NCCC2,2,-5,-1,-2,1,-1,-2,4,0,0
CCOC(=O)[C@]12CCCC=C1N(Cc1cccc3ccccc13)C(=O)[C@H](CC(=O)N1CCN(C(=O)c3ccco3)CC1)C2,4,1,1,-8,-3,0,1,-9,x,-1

# Other records follow:
SMILES,rCAG binder,LEDGF integ inh,MBD2 inh,SIAE inh,TDP2 inh,NPR2 activator,PRMT1 FP inh,ABHD4 inh,HTRA1 inh,TCR-CD3 inh
COc1ccc(S(=O)(=O)N(C)CC(=O)NCCc2ccccc2)cc1OC,-5,-4,4,-1,-10,2,0,3,0,-4
Cc1sc2nc(COC(=O)CNC(=O)c3ccccc3Cl)[nH]c(=O)c2c1C,5,3,-4,1,-8,-8,-5,-9,x,x
COc1ccc(NS(=O)(=O)c2cccc(C(=O)N3CCCCCC3)c2)cc1,-1,-4,0,4,4,-6,1,-1,-6,1
COc1ccccc1S(=O)(=O)N1CCN(S(=O)(=O)c2ccccc2C#N)CC1,1,-93,6,-1,-10,-5,-1,-5,0,-13
COc1ccccc1CNCc1cc(OC)c(OC)cc1OC,-3,1,-2,5,14,2,3,4,1,7
COc1cccc(NS(=O)(=O)NC(=O)c2cn(C)c3ccccc23)c1,9,0,-6,16,1,0,4,16,4,-2
COc1ccc(S(=O)(=O)N(C)C)cc1NC(=O)CCCSc1ccccc1,-2,8,-6,1,-1,9,-6,3,-5,5
CC(C)(C)c1cc(CCC(=O)NCc2cccnc2)cc(C(C)(C)C)c1O,-4,2,-1,0,-10,-1,-3,-5,-8,2
CN(C)S(=O)(=O)c1cccc(N=C2SCCN2Cc2ccccc2)c1,-1,-1,-4,2,6,1,1,-3,-12,5
COc1cccc(CN2CCC(n3nccc3NC(=O)CCCc3ccccc3)CC2)c1,-6,3,-1,7,9,-6,2,3,-4,1
COc1ccc(C2C(C(=O)c3ccco3)=C(O)C(=O)N2CC2CCCO2)c(OC)c1 (centres undefined),1,-3,-2,-2,-2,2,0,8,0,0
C#CCN(C[C@H]1[C@H](OC(=O)Nc2cccs2)[C@H](OC(=O)Nc2cccs2)CN(C(=O)OC(C)C)N1C(=O)OC(C)C)S(=O)(=O)c1ccc(C)cc1,19,-1,7,-10,-4,-7,2,-17,x,-1
Cc1c(C(C)C)c(=O)n(-c2ccc(S(=O)(=O)N3CCOCC3)cc2)n1C,-5,-2,2,6,6,2,1,-2,-2,4
Cn1c(=O)[nH]c(=O)c2c1nc(N1CCCCC1)n2C/C=N/Nc1ccc(C(=O)O)cc1,0,0,3,-1,-1,0,0,2,3,8
CCOc1ccc(NC(=O)CN(C)C(=O)c2ccc(COc3ccccc3)cc2)cc1OCC,6,1,2,1,1,1,1,1,-10,2
O=S(=O)(c1ccc2ccccc2c1)N1CCc2ccccc21,0,-2,-1,-7,11,-6,0,-1,-32,-10
O=C(NCCCCc1ccccc1)c1cccc(NC(=O)C2CC2)c1,1,-4,-7,-10,6,2,3,4,-10,0
COc1cc(-c2nnc(SCC(=O)Nc3cc(C)on3)n2C)cc(OC)c1O,-5,-1,1,7,5,-9,-1,2,2,2
COc1ccc(-c2nnc(SCC(=O)Nc3ccc(C)cc3)n2C)cc1,-3,3,-4,6,0,2,2,1,0,2
COc1ccc(CNC(=O)C2CCC(CNS(=O)(=O)c3cccc4cccnc34)CC2)cc1 (centres undefined),-6,6,2,7,6,2,-2,-1,-4,-1
CC(C)CNC(=O)OCc1cn(Cc2cccc(Cl)c2)nn1,0,2,-2,3,0,2,-7,-3,x,x
COc1cccc(C(=O)Nc2ccc3[nH]ncc3c2)c1OC,7,-2,3,3,7,-1,6,-5,2,-1
Cc1ccc(C(=O)COC(=O)CNC(=O)c2ccc(N3C(=O)c4ccccc4C3=O)cc2)cc1C,1,-2,3,-26,-5,0,4,-3,5,-8
COc1ccc(C(CNC(=O)COc2ccccc2OC)N(C)C)cc1OC (centres undefined),-7,-2,3,2,1,3,0,0,6,-8
O=C(COc1cc(Cl)c(Cl)cc1Cl)Nc1cccc(O)c1,4,-8,-3,-9,-6,-1,-1,-6,0,1

# The list goes on:
SMILES,rCAG binder,LEDGF integ inh,MBD2 inh,SIAE inh,TDP2 inh,NPR2 activator,PRMT1 FP inh,ABHD4 inh,HTRA1 inh,TCR-CD3 inh
COCCCN1C(=O)C(=O)/C(=C(/O)c2ccc(OC(C)C)cc2)C1c1cccnc1 (centres undefined),1,2,4,-6,-6,9,1,0,-10,-4
CC(NS(=O)(=O)c1ccc(Br)cc1)C(=O)NCc1ccc2c(c1)OCO2 (centres undefined),4,-1,10,-3,-3,0,2,-13,0,0
Cc1nn(-c2ccccc2)c(N2CCCC2)c1/C=N/NC(=S)Nc1ccc(F)cc1,7,4,0,11,-8,-4,0,20,-10,-5
Cn1nc(-c2ccccc2)c(C(=O)Nc2ccc(C(F)(F)F)cc2)c1Cl,-5,-6,4,-19,2,1,1,-2,0,-7
CN(C)N1C(N)=C(C#N)C(c2ccc3c(c2)OCO3)C2=C1CC(C)(C)CC2=O (centres undefined),-3,0,-4,2,7,1,-2,-5,4,3
Cc1ncc([N+](=O)[O-])n1CC(=O)Nc1ccc(Br)cc1,3,-1,0,-1,4,-5,-3,3,-5,6
Cn1cccc1Cc1nnc(SCC(=O)N2CCc3ccccc32)n1-c1ccc(F)cc1,3,-1,0,-9,5,-7,7,-6,-2,-2
C#CCOCCOCCOCCNc1nc(N2CCN(C(=O)Cn3cc(CC(C)O)nn3)CC2)nc(N2CCN(C(=O)[C@H]([C@@H](C)O)n3cc(CCCCN)nn3)CC2)n1 (some centres undefined),-3,0,-2,5,1,6,3,2,0,1
CC(C)(C)CNC(=O)c1cc2c(Br)ccc(Br)c2nc1N,9,5,-1,-8,-15,-2,0,3,x,5
Cc1c(N)cccc1N,2,1,-7,3,4,-8,0,2,18,-4
O=C1CC(c2cccs2)c2ccc3ccccc3c2N1 (centres undefined),-4,-2,1,-6,-1,7,3,-1,-11,-2
Cc1cc(S(=O)(=O)Nc2ccc(C(=O)NCc3cccnc3)cc2)ccc1F,-1,4,0,-7,-10,-2,2,3,-1,10
O=C(O)c1ccoc1CN1CCCCC1,0,-5,2,0,-1,4,1,0,-7,4
COc1ccc(C2(c3ccc(O)cc3O)CC(c3ccccc3Cl)NC(=S)N2)cc1 (centres undefined),7,0,4,-4,4,-5,18,-10,-47,5
CC1CCN(c2ccc(C(=O)O)cc2)CC1,-2,2,-6,5,6,3,0,-3,-1,0
S=c1[nH]nc(Cc2ccc(Cl)cc2)o1,0,4,-4,-2,-16,2,1,-6,3,-10
Cc1ccccc1NC(=O)CSc1nnc(NC(=O)C2CC2)s1,-1,-3,4,-4,-3,3,5,5,2,-6
Cc1ccc(Cl)cc1N1CCN(C(=O)c2ccc(CS(=O)Cc3ccc(Cl)cc3)o2)CC1 (centres undefined),2,-2,2,-6,-2,-6,6,0,-31,-5
CSc1ccc(-c2nnn(CC(=O)NCc3ccccc3)n2)cc1,4,-3,-6,-6,-25,2,-3,-7,-4,0
Cc1ccc(OCCCC(=O)Nc2cc(Cl)ccc2-n2cncn2)cc1,-3,1,-4,-3,6,-4,-1,-3,2,-2

# Source: PubChem BioAssay

# An excerpt; the hit share may differ from the screen's.
